Tb PGK inh: blocks T. brucei phosphoglycerate kinase; PGK/GAPDH coupled, Kinase-Glo luminescence, 60 min; 380,000 compounds, 0.043% hits; Potency, µM (top dose mostly 57.5 µM), for inactives: top-dose activity change, negative = inhibition, usual class: inhibitors; also: potency is read from the fitted curve at half-maximal effect; % is scaled to controls: 0 for no effect and ±100 for the full control effect; nearly all actives have a fitted effect of over 60% in size
Target sequence (P07378 whole entry, looked up): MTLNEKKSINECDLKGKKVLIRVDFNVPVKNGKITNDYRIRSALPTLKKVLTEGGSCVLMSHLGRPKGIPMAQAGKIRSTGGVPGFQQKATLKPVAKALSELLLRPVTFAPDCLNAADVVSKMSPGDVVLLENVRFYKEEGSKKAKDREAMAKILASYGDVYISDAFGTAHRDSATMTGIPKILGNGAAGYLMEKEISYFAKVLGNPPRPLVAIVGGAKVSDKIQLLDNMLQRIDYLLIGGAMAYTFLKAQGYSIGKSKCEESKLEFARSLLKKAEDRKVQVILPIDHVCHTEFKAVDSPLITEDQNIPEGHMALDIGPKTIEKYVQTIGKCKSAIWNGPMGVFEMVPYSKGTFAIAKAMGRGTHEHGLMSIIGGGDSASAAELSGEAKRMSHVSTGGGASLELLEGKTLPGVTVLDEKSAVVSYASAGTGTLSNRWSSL
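Luminescent ATP detection (Kinase-Glo Plus) follows a 60-minute room-temperature incubation, with wells lacking PGK as controls. Buffer: 100 mM TEA (pH 7.6), 5 mM MgCl2, 0.01% Tween-20. Coupling enzyme GAPDH (100 nM final) supplies unstable 1,3-BPG in-well.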
JMJD2A Tudor inh: blocks the human JMJD2A Tudor domain; AlphaScreen JMJD2A-Tudor / H3K4me3 peptide binding; 390,000 compounds, 4.4% hits; Potency, µM (highest dose often 114 µM), without a hit: at the top dose activity change, negative = inhibition, hits mostly inhibitors; also: potency is read from the fitted curve at half-maximal effect; % is scaled to controls: 0 for no effect and ±100 for the full control effect; nearly all actives have a fitted effect of over 50% in size
Pin1 inhibitor: inhibitors of human Pin1; Pin1 FP peptide displacement, HiFluor488, 10 min; AID 504891; Potency, µM (top dose mostly 115 µM), without a hit: top-dose activity, negative = inhibition, actives largely listed as inhibitors; Q13526; 390,000 compounds, 0.009% hits; active = well fitted inhibition curve with a large enough effect in the polarisation, with a control signal flat, not every such curve was filed as active; inconclusive = small, poorly fitted or top-dose-only effect, or effect the other way, or a change in a side signal; inactive = no such curve, though single readings can be large or run the other way; the % refers to the polarisation; also: potency is read from the fitted curve at half-maximal effect; % is scaled to controls: 0 for no effect and ±100 for the full control effect
Target sequence (Q13526 whole entry, looked up): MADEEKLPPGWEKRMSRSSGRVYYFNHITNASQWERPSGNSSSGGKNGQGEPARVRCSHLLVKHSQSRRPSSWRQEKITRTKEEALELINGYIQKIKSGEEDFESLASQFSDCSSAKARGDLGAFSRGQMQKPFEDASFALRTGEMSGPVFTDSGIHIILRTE
BAZ2B block: inhibitors of human BAZ2B bromodomain; Q9UIF8; AlphaScreen BAZ2B-H3K14Ac peptide displacement; Potency, µM (highest dose often 114 µM), for inactives: at the highest dose activity change, negative = inhibition, actives largely listed as inhibitors; 360,000 compounds, 4.4% hits; AID 504333; also: potency is read from the fitted curve at half-maximal effect; % is scaled to controls: 0 for no effect and ±100 for the full control effect; nearly all actives have a fitted effect of over 60% in size
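BAZ2B (50 nM) with biotin-H3(5-23)K14Ac peptide (50 nM) in PBS pH 7.4, 0.01% Tween-20, preformed 30 min, then compound 30 min at room temperature; top concentration 110uM. AlphaScreen streptavidin donor/nickel chelate acceptor beads (10 ug/mL final), 20 min dark, signal read.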
G9a inh: inhibitors of human histone lysine methyltransferase G9a. Potency, µM (doses to about 102 µM), for the others: at the highest dose activity, negative = inhibition, hits mostly inhibitors. G9a H3K9 monomethylation, AlphaScreen, 2 h. AID 504332. 350,000 compounds, 8.8% hits; also: potency is read from the fitted curve at half-maximal effect; % is scaled to controls: 0 for no effect and ±100 for the full control effect; nearly all actives have a fitted effect of over 75% in size
Target sequence (Q96KQ7 913-1193 limits assumed): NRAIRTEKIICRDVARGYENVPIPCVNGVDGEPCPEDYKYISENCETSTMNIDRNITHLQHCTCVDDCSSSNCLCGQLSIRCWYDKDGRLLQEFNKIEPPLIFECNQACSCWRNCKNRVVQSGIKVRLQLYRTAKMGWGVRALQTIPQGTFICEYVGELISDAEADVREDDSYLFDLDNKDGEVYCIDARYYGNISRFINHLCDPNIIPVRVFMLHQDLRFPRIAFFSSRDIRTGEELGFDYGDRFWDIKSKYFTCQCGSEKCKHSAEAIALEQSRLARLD
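Methyltransferase reactions run at room temperature for 2 h (20 nM enzyme, 500 nM biotin-H3K9 peptide, 20 uM SAM) after a 15 min compound preincubation; product detected by AlphaScreen beads and anti-H3K9me1 antibody.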
HP1b chromo inh: HP1-beta chromodomain-methylated histone interaction inhibition; P83916; Potency, µM (highest dose often 114 µM), for the others: top-dose activity change, negative = inhibition, hits mostly inhibitors; AlphaScreen HP1-beta / biotin-H3K9me3 peptide binding; 390,000 compounds, 0.56% hits; AID 540317; also: potency is read from the fitted curve at half-maximal effect; nearly all actives have a fitted effect of over 70% in size; inactives centre near 23
Target sequence (P83916 whole entry, looked up): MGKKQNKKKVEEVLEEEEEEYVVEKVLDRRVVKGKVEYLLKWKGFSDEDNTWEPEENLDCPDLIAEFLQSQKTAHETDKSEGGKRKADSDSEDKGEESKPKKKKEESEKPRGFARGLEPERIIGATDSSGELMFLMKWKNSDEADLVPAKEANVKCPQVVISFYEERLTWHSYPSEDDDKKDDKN
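Compound inhibition of the preformed complex between 50 nM HP1-beta and 50 nM biotinylated H3K9me3 peptide was read by AlphaScreen. Buffer was PBS pH 7.4 with 0.01% Tween-20. Incubations ran 30 min at room temperature, with 10 ug/mL donor/acceptor beads.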
GLS inhibitor: blocks human kidney-isoform glutaminase activity. O94925. GLS enzymatic activity, qHTS titration. Potency, µM (titrated, usually from 45.5 µM), inactives show top-dose activity change, negative = inhibition, actives largely listed as inhibitors. 410,000 compounds, 0.21% hits. AID 624170; also: potency is read from the fitted curve at half-maximal effect; % is scaled to controls: 0 for no effect and ±100 for the full control effect
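Enzyme dispensed in phosphate buffer (45 mM, pH 8.2, 0.02% Tween-20), compounds pinned in, then 1 mM L-glutamine solution and the glutamate oxidase–HRP–Amplex Red mix added; fluorescence read immediately and again after 30 min at room temperature.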
PI4K2A inh: PI4K2A (human) kinase inhibition. Q9BTU6. activity change, negative = inhibition, % at 76.9 µM. 420,000 compounds, 0.13% hits. purified PI4K2A, ADP-Glo luminescence, 1 h; active compounds read low; in the data active = activity change below about -50%; inconclusive = mostly about -30% to -49%;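 also: -100% = wells without enzyme as full effect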
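Compounds are screened against recombinant PI4K2A using PI as substrate and ATP, the latter dispensed at 300 microM. Reactions run one hour at ambient temperature before ADP-Glo detection; full inhibition defined by wells lacking enzyme.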
ERG-DNA inh: inhibitors of human ERG Ets domain-DNA interaction | P11308 | fluorescence polarization, His-ERG Ets domain / labelled DNA | Potency, µM (titrated, usually from 76.9 µM), for the others: at the top dose FP activity, negative = inhibition, usual class: inhibitors | 370,000 compounds, 0.028% hits | AID 624246; active = well fitted inhibition curve with a large enough effect in the polarisation, with a control signal flat; inconclusive = small, poorly fitted or top-dose-only effect, or effect the other way, or a change in a side signal; inactive = no such curve, though single readings can be large or run the other way; the % refers to the polarisation;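 also: polarization taken with two DNA probes labelled with fluorescein and Texas red; potency is read from the fitted curve at half-maximal effect; % of control where 0% means no effect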
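His-tagged ERG Ets domain (1 uM in the protein solution; 300mM KCl, 50mM Tris-HCl, 1mM EDTA, 1mM DTT, pH 7.5) received compound, then a probe mix of 5 nM fluorescein-DNA and 100nM Texas-615-DNA. Fluorescence polarization was read for both dyes.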
* marks the source's active call; other numbers are inactive results; i = inactive; ? = inconclusive; . = not tested or not shown; [ ] = remark or other dose. Unless noted, calls follow the shape of the dose curve; as a rule, active = well fitted curve in the direction sought with a large enough effect; inconclusive = small, poorly fitted or top-dose-only effect, or another doubt; inactive = no such curve, though single readings can be large; an effect the other way counts as inactive or inconclusive. Rows are unselected. About 11% of those tested had a hit in this group.

SMILES	Tb PGK inh	JMJD2A Tudor inh	Pin1 inhibitor	BAZ2B block	G9a inh	HP1b chromo inh	GLS inhibitor	PI4K2A inh	ERG-DNA inh
C=CCc1cccc2cc(C(=O)NC3CCCC3)c(=O)oc12	-8%	14%	-5%	9%	6%	72%[activator]	11%	0	6%
COc1ccc(CC(=O)NC(C)c2nnc(SCC(=O)Nc3ccccc3)n2C)cc1 (stereo unspecified)	-3%	-4%	-4%	-24%	-5%	35%	-7%	3	-19%
CC(C)=NNC(=O)C1=NNC(=O)C1	2%	-10%	-8%	-27%	-7%	28%	31%[activator]	-1	-4%
CCOc1ccc(Cn2c(C)nc([N+](=O)[O-])c2SCC(O)CCl)cc1[N+](=O)[O-] (stereo unspecified)	.	-19%	-6%	-4%	?	18%	2%	-2	.
CC1CCc2c(sc3[nH]c(=S)n(C)c(=O)c23)C1 (stereo unspecified)	4%	?	17%	5%	3.5µM*	?	?	0	-9%
Cn1c(N2CCN(C(c3ccccc3)c3ccccc3)CC2)nc2c1c(=O)[nH]c(=O)n2C	0%	-11%	-5%	-1%	-1%	32%	-3%	1	4%
COC(=O)c1c(-c2ccc(Cl)cc2)noc1N1CCN(c2ccc(OC)cc2)CC1	2%	-8%	7%	0%	-41%[59 µM]	17%[57 µM]	0%	0	-1%
CC(Sc1n[nH]c(-c2cccs2)n1)C(=O)N1CCCC1 (stereo unspecified)	8%	-20%	-6%	.	.	31%	-9%	6	0%
COCCn1c(=N)c(S(=O)(=O)c2ccc(Br)cc2)cc2c(=O)n3ccccc3nc21	i	22%	5%	-1%	-9%	56%[activator]	-10%	-2	7%
Cc1cc(C(=O)Nc2ccc(CC(=O)O)cc2)c(C)o1	-2%	-8%	-4%	-1%	-8%	-1%	4%	-1	-1%
Cc1cc(C)cc(OCc2cc(=O)n3cc(C)sc3n2)c1	8%	1%	-1%	-1%	-4%[59 µM]	31%	-5%	-3	-2%
COCCNC(=O)c1ccc(C(=O)C(=O)c2ccccc2)cc1	0%	1%	6%	1%	?	13%	3%	-4	-8%
CCCOc1ccc(OCCSc2ncccn2)cc1	-1%	68%[activator]	-18%	79%[activator]	26%	123%[activator]	-11%	-2	-8%
C=Cc1ccc(COc2ccc3oc(-c4ccccc4)c(C(=O)OCC)c3c2)cc1	-9%	103%[activator]	-1%	107%[activator]	91%[activator][59 µM]	139%[activator]	-2%	1	5%
Cc1ccc(C(C(=O)NC2CCCCC2)N(C(=O)c2csnn2)c2ccccc2F)o1 (stereo unspecified)	-2%	-13%	0%	3%	12%	?	4%	-1	16%
CCc1ccc(OC(C)c2nnc(SCC(=O)Nc3ncccc3C)n2C)cc1 (stereo unspecified)	-2%	?	0%	-26%	11µM*	19%	3%	-2	-4%
O=C(NCc1cccs1)c1cccnc1Cl	5%	-9%	-8%	6%	?	32%	6%	0	-2%
CCCCCCNCc1ccc(Br)cc1	2%	-2%	1%	4%	-3%	17%	-4%	0	.
CC(C)C(NC(=O)c1ccco1)C(=O)OCC(=O)c1ccccc1 (stereo unspecified)	-1%	-10%	-5%	-17%	32%	15%	-10%	-3	-6%
NC(=O)c1cccc(-c2cnc(N)c(C(=O)c3cccnc3)n2)c1	-1%	-35%	7%	.	.	28%	-1%	68	4%
COc1ccc(C(=O)c2ccccc2Cl)cc1	i	49%[activator]	-5%	28%	78%[activator]	91%[activator]	-14%	1	-4%
COc1ccc2nc(N3CCCC(C(=O)NCCCN4C(C)CCCC4C)C3)sc2c1 (stereo unspecified)	-1%	-6%	1%	0%	7%	-3%	4%	-3	2%
O=C(CCl)NC1(C(F)(F)F)C(=O)Nc2c1c(=O)[nH]c(=O)n2-c1ccccc1 (stereo unspecified)	i	7%	3%	-3%	?	26%	-4%	-3	15%
Cc1ccc(Cl)cc1NC(=O)Cn1c(=O)n(Cc2ccccc2)c(=O)c2oc3ccccc3c21	-2%	-4%	-2%	-9%	-2%[59 µM]	28%	-1%	-1	9%
CCN(CC(=O)NCc1ccc(Cl)cc1)C(=O)c1oc2ccccc2c1C	0%	-6%	1%	0%	?	16%	4%	-1	7%
Cc1cc(OCC(=O)Nc2ccc3oc(=O)ccc3c2)ccc1Cl	7%	2%	0%	1%	25%	22%	-3%	3	-3%
C=CCn1c(SCc2c(C)noc2C)nc2cc(C(=O)O)ccc2c1=O	1%	-6%	1%	0%	-13%[59 µM]	34%	6%	-3	7%
CCCCCCC(=O)Nc1ccc(S(=O)(=O)Nc2onc(C)c2C)cc1	1%	-25%	-3%	.	.	23%	0%	4	-5%
Nc1ccc2nc(-c3ccc(Cl)cc3)[nH]c2c1	-7%	?	7%	-29%	?	18%	9%	-2	-4%
CCN(Cc1nc2cc(Cl)ccc2c(=O)[nH]1)C(=O)c1cccc(NC(=O)c2cccs2)c1	-9%	-2%	15%	0%	20%[12.7 µM]	29%	-5%	0	-12%
N#Cc1ccc(Oc2ccc(/C=N/O)cn2)cc1	-5%	14%	-8%	-1%	9%[59 µM]	17%	12%	1	-4%
COc1ccc(CN(CC(=O)NCCc2ccccc2)C(=O)CCC(=O)Nc2cc(C)ccn2)cc1	-2%	-8%	4%	-9%	7%	0%	2%	6	-3%
COc1ccc(C(=O)NCCn2cc(SCC(=O)NCc3ccco3)c3ccccc32)cc1	4%	?	-9%	-31%	-11%[2.33 µM]	-24%	?	-2	-2%
COc1ccc(S(=O)(=O)Nc2ccccc2C(=O)N2CCCC2)cc1C	-6%	-10%	-7%	4%	9%	-4%	0%	-1	-4%
O=C1NC(=O)C2(COC(c3ccncc3)OC2)S1 (stereo unspecified)	-8%	-2%	-13%	-2%	9%[59 µM]	58%[activator]	5%	-2	-11%
Cc1cc(COc2ccccc2)oc1C(=O)O	-12%	-13%	-1%	?	?	17%	0%	-11	0%
CN(C)S(=O)(=O)c1ccc(C(=O)NC(=O)CSc2ccccc2)cc1	1%	-1%	-8%	-11%	7%[59 µM]	20%	5%	8	-8%
Cc1cccc(NC(=S)N2CCN(c3ccccc3F)CC2)c1C	i	-17%	-5%	?	.	29%	-4%	7	5%
CCOc1ccc(-c2cccc(NC(=O)COc3ccccc3)c2)nn1	-8%	-13%	-1%	1%	-4%	12%[57 µM]	-4%	-1	-3%
CCCOc1cccc(C2/C(=C(/O)c3ccc(F)cc3)C(=O)C(=O)N2CCN(C)C)c1 (stereo unspecified)	-4%	79µM*	3%	-3%	?	-3%	-3%	2	7%

Some of the entries so far, with values under each structure:
Each structure is followed by: Tb PGK inh	JMJD2A Tudor inh	Pin1 inhibitor	BAZ2B block	G9a inh	HP1b chromo inh	GLS inhibitor	PI4K2A inh	ERG-DNA inh
C=CCn1c(SCc2c(C)noc2C)nc2cc(C(=O)O)ccc2c1=O
  1%	-6%	1%	0%	-13%[59 µM]	34%	6%	-3	7%
CCCCCCC(=O)Nc1ccc(S(=O)(=O)Nc2onc(C)c2C)cc1
  1%	-25%	-3%	.	.	23%	0%	4	-5%
Nc1ccc2nc(-c3ccc(Cl)cc3)[nH]c2c1
  -7%	?	7%	-29%	?	18%	9%	-2	-4%
CCN(Cc1nc2cc(Cl)ccc2c(=O)[nH]1)C(=O)c1cccc(NC(=O)c2cccs2)c1
  -9%	-2%	15%	0%	20%[12.7 µM]	29%	-5%	0	-12%

Some entries already given, limited to GLS inhibitor and Tb PGK inh:
| smiles | GLS inhibitor | Tb PGK inh |
| --- | --- | --- |
| CCCOc1cccc(C2/C(=C(/O)c3ccc(F)cc3)C(=O)C(=O)N2CCN(C)C)c1 (stereo unspecified) | -3% | -4% |
| N#Cc1ccc(Oc2ccc(/C=N/O)cn2)cc1 | 12% | -5% |

New compounds follow:
SMILES	Tb PGK inh	JMJD2A Tudor inh	Pin1 inhibitor	BAZ2B block	G9a inh	HP1b chromo inh	GLS inhibitor	PI4K2A inh	ERG-DNA inh
COc1ccc(C(=O)NC2CC2)cc1OC1CCN(C/C=C/c2ccccc2)CC1	i	-12%	1%	-26%	8%	1%	-4%	2	-1%
O=C(CCl)NC(Cc1ccccc1)C(=O)OCC(=O)c1ccc(-c2ccccc2)cc1 (stereo unspecified)	i	-16%	3%	.	.	24%	1%	11	9%
N#C/C(=C/c1ccccc1OCc1ccc(F)cc1)c1ccc(C(=O)O)cc1	-13%	-15%	-9%	?	?	28%	25%	-5	15%
CC/C=C/C(=O)N1CC2(CC(c3cccc(NC(=O)CCCCC)c3)=NO2)C[C@H]1C(N)=O (stereo partly specified)	-14%	-24%	-5%	-15%	12%[59 µM]	27%	-6%	-2	-4%
Cc1ccccc1NC(=O)N1CCc2c(sc3c2CCCC3)C1c1ccccc1 (stereo unspecified)	18%	-20%	22%	?	5%[59 µM]	15%	0%	-1	-1%
CCOc1cc(Cl)c(S(=O)(=O)n2ccnc2)cc1Cl	7%	1%	-5%	-23%	5%[59 µM]	40%[activator]	-2%	-6	-6%
O=C(C1CCC1)N(CCc1ccccc1)Cc1nc2ccccc2c(=O)[nH]1	2%	?	?	-9%	-46%	-6%	-3%	-3	-1%
